# Assay outcomes deposited in PubChem by Broad Institute.
# TcdB inh: inhibitors of Clostridioides difficile toxin B glycohydrolase. TcdB glycohydrolase enzymatic assay, plate reader. actives 0.24% (n = 350,000). inhibition, % at 9.99 µM. P18177; in the data active means inhibition above about 10%
# Target sequence (P18177 whole entry, looked up): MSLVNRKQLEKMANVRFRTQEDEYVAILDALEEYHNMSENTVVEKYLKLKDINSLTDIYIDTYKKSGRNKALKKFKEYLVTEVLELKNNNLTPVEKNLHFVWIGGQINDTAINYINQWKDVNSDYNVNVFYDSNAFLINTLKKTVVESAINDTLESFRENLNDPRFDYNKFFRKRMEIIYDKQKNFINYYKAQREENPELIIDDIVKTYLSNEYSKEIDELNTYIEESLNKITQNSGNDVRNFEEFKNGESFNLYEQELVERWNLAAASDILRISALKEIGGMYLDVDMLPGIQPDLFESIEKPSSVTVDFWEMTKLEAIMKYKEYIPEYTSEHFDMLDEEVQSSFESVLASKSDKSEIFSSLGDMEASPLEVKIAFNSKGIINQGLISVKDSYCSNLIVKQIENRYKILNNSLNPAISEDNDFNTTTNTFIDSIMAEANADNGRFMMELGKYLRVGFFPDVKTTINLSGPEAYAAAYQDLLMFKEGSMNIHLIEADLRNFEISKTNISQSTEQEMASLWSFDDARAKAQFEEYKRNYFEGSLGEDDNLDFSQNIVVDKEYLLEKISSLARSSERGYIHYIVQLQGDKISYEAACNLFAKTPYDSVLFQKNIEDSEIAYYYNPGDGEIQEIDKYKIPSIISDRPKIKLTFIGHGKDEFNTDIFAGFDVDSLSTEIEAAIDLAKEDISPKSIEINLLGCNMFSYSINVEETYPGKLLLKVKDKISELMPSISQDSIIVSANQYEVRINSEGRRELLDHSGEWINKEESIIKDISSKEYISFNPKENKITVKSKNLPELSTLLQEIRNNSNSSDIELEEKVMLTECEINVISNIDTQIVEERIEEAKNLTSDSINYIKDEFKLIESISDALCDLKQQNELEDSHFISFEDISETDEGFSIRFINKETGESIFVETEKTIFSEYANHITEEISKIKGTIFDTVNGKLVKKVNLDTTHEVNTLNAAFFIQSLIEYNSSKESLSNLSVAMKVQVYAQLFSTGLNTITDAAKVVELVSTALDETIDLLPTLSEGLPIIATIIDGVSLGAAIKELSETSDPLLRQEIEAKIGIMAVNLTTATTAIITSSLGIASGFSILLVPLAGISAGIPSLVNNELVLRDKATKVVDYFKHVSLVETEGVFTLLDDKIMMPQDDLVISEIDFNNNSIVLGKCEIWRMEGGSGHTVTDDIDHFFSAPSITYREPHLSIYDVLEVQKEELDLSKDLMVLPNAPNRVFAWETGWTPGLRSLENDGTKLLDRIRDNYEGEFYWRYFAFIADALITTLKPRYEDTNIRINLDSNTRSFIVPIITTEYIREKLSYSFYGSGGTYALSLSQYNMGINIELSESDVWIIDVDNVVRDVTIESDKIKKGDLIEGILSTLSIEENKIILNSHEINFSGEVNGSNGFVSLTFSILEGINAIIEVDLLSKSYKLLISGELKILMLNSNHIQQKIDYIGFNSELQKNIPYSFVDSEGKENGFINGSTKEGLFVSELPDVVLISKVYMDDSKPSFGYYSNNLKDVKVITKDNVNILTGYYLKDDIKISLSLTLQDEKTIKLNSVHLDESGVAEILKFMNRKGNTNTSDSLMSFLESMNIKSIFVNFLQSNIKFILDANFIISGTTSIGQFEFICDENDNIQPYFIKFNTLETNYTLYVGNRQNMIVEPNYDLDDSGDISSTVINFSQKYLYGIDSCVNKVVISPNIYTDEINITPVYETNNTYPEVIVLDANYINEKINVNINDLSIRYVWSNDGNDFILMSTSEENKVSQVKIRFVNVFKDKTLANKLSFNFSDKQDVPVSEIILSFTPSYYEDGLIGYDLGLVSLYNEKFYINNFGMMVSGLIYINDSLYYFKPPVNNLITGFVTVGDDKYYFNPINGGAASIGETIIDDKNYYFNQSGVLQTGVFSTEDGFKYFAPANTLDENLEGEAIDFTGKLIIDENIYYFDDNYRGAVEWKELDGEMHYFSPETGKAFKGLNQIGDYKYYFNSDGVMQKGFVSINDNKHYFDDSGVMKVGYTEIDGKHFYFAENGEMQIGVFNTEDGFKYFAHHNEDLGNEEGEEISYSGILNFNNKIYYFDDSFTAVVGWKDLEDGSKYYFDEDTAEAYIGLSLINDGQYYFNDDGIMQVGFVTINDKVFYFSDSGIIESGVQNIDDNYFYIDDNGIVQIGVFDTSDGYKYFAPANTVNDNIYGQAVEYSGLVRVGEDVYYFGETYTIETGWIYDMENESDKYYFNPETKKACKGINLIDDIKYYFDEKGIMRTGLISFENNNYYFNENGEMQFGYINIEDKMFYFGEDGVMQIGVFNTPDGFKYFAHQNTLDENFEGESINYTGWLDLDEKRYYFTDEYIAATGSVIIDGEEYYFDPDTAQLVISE
# * hit, by the source's call; & = joins results of further samples.
SMILES,TcdB inh
COCC(=O)Nc1ccc2c(c1)C(=O)N(C)C[C@@H](OC)[C@@H](C)CN(C(=O)C1CCCC1)[C@H](C)CO2,-6.3
O=C(Nc1ccc2c(c1)[C@@H]1C[C@@H](CC(=O)N3CCc4ccccc4C3)O[C@H](CO)[C@@H]1O2)C1CCOCC1,0.0
Cc1cc(C(=O)Nc2cccc3c2O[C@H](CN(C)CC2CC2)[C@H](C)CN([C@@H](C)CO)C3=O)n(C)n1,-0.6
CCC(=O)Nc1ccc2c(c1)C(=O)N(C)C[C@@H](OC)[C@@H](C)CN(CC1CCCCC1)[C@@H](C)CO2,-0.5
Cc1cc(C(=O)Nc2cccc3c2O[C@@H](CN(C)S(=O)(=O)c2ccc(Cl)cc2)[C@@H](C)CN([C@H](C)CO)C3=O)n(C)n1,0.0
COC(=O)C[C@H]1CC[C@H]2[C@@H](COc3ccc(NC(=O)c4cc(C)on4)cc3C(=O)N2C)O1,-0.4
Cc1ccc(S(=O)(=O)N(C)C[C@@H]2Oc3ccc(NC(=O)C4CCCCC4)cc3C(=O)N([C@@H](C)CO)C[C@@H]2C)cc1,-0.3
C[C@@H]1CCCCO[C@@H](CN(C)S(=O)(=O)c2cccs2)[C@@H](C)CN([C@H](C)CO)C(=O)c2cc(NS(=O)(=O)c3cccs3)ccc2O1,1.4
COc1ccc(S(=O)(=O)Nc2ccc3c(c2)C(=O)N([C@@H](C)CO)C[C@H](C)[C@@H](CN(C)S(=O)(=O)c2cccs2)OCCCC[C@H](C)O3)cc1,0.3
COCC(=O)Nc1ccc2c(c1)C(=O)N(C)[C@@H]1CC[C@@H](CC(=O)NC3Cc4ccccc4C3)O[C@@H]1CO2,-0.4
CN(C[C@H]1[C@@H](c2ccccc2)[C@@H](CO)N1Cc1ccccn1)S(C)(=O)=O,-15
O=C(Nc1cccc(F)c1)N1CC(=O)N2[C@@H](CO)[C@H](c3ccc(C#Cc4cccnc4)cc3)[C@@H]2C1,0.6
N#C[C@@H]1[C@@H](c2ccccc2C2=CCCCC2)[C@@H](CO)N1S(=O)(=O)c1cccc(F)c1,-3.3
COc1ccccc1NC(=O)N1CC(=O)N2[C@H](C1)[C@H](c1ccc(C#CC(C)C)cc1)[C@@H]2CO,0.0
CCCN(C)C[C@@H]1OCc2cn(nn2)CCCC(=O)N([C@@H](C)CO)C[C@@H]1C,-0.1
CC(C)NC(=O)NCC[C@@H]1CC[C@H](NC(=O)CCN2CCCCC2)[C@H](CO)O1,-0.1
O=C(Nc1ccccc1)N1C[C@@H]2[C@H](c3ccccc31)[C@H](CO)N2C(=O)c1ccncc1,-2.1
CC(C)NC(=O)Nc1cccc2c1O[C@@H](CN(C)Cc1ccccc1)[C@H](C)CN([C@@H](C)CO)C2=O,1.4
Cc1ccc(S(=O)(=O)Nc2ccc3c(c2)CC(=O)N([C@H](C)CO)C[C@H](C)[C@@H](CN(C)C(=O)Nc2cccc4ccccc24)O3)cc1,-1.1
COc1ccc(NC(=O)Nc2ccc3c(c2)C(=O)N([C@H](C)CO)C[C@H](C)[C@H](CN(C)C(=O)c2ccccc2)OCCCC[C@@H](C)O3)cc1,-0.6
O=C(C[C@H]1CC[C@H](NC(=O)Nc2ccc(C(F)(F)F)cc2)[C@H](CO)O1)NCCN1CCCC1,2.0
COc1ccc(NC(=O)N[C@@H]2CC[C@H](CC(=O)NC3CCCCC3)O[C@H]2CO)cc1,-0.1
N#C[C@@H]1[C@@H](c2ccc(C#Cc3ccc(F)cc3)cc2)[C@H](CO)N1C(=O)C1CCC1,-0.1
CCS(=O)(=O)N1CC2(CN(Cc3cccc(Cl)c3)[C@H](CO)c3c2c2ccc(OC)cc2n3C)C1,-0.4
O=C(Nc1cc(F)ccc1F)N1CCCCN2[C@H](CO)[C@H](c3ccc(-c4ccccc4)cc3)[C@@H]2C1,0.3

# (list continues)
SMILES,TcdB inh
C[C@@H]1CN([C@@H](C)CO)C(=O)c2c(c3ccccc3n2C)-c2ccccc2CO[C@H]1CN(C)S(C)(=O)=O,1.0
C[C@@H]1CN([C@H](C)CO)C(=O)c2cc(NC(=O)C3CCCCC3)ccc2O[C@@H]1CN(C)Cc1ccccc1,-1.9
CC(=O)NC[C@@H]1[C@H](c2ccc(-c3ccccc3)cc2)[C@H](CO)N1C(=O)C1CCC1,-0.1
CC(C)CC#Cc1ccc2c(c1)O[C@H](CN(C)C(=O)NC(C)C)[C@H](C)CN([C@@H](C)CO)S2(=O)=O,-1.1
COc1ccc(NC(=O)Nc2ccc3c(c2)C(=O)N([C@H](C)CO)C[C@@H](C)[C@@H](CN(C)Cc2ccncc2)OCCCC[C@@H](C)O3)cc1,-1.3
C[C@H]1CN([C@@H](C)CO)C(=O)c2cc(Br)cnc2O[C@@H]1CN(C)C(=O)C1CCCCC1,0.6
COCC#Cc1ccc2c(c1)O[C@H](CN(C)C(C)=O)[C@@H](C)CN([C@@H](C)CO)S2(=O)=O,0.4
Cc1ccc(S(=O)(=O)N(C)C[C@H]2OCCCC[C@@H](C)Oc3ccc(NS(=O)(=O)c4ccccc4)cc3C(=O)N([C@H](C)CO)C[C@H]2C)cc1,-0.1
CCCN1C[C@H](C)[C@H](OC)CN(C)C(=O)c2ccc(NC(=O)Nc3ccccc3F)cc2OC[C@@H]1C,0.8
COc1ccccc1-c1cnc2c(c1)C(=O)N([C@H](C)CO)C[C@H](C)[C@@H](CN(C)Cc1cccnc1)O2,-0.3
Cc1ccccc1S(=O)(=O)NCC[C@@H]1CC[C@H](NC(=O)C2CC2)[C@H](CO)O1,-0.6
O=C(NCC1CC1)[C@H]1[C@H](CO)[C@H]2Cn3c(ccc(/C=C/c4ccccc4)c3=O)[C@@H]1N2C(=O)C1CC1,1.2
CO[C@@H]1CN(C)C(=O)c2ccc(NC(=O)C3CC3)cc2OC[C@@H](C)N(Cc2ccc(F)cc2)C[C@H]1C,0.6
Cc1ccc(S(=O)(=O)N[C@H]2C=C[C@H](CC(=O)N3CCN(c4ccccc4)CC3)O[C@H]2CO)cc1,-0.3
CCC(=O)N[C@@H]1CC[C@@H](CC(=O)NCc2ccccc2F)O[C@H]1CO,-0.6
O=C(c1ccccc1F)N1CC2(C1)[C@H](c1ccccc1)[C@@H](CO)N2CC1CC1,-0.1
CO[C@@H]1CN(C)C(=O)c2ccc(NC(=O)C3CC3)cc2OC[C@H](C)N(Cc2cc(F)ccc2F)C[C@H]1C,0.4
O=C(NCC[C@H]1CC[C@@H](NS(=O)(=O)c2ccc(Cl)cc2)[C@@H](CO)O1)Nc1ccc(F)cc1,0.9
C[C@@H]1CN([C@H](C)CO)C(=O)c2cc(C#CC3CC3)cnc2O[C@@H]1CN(C)C(=O)Nc1ccc(F)cc1,3.3
CN1C(=O)c2cc(NC(=O)c3ccccc3Cl)ccc2OC[C@H]2O[C@@H](CC(=O)O)CC[C@H]21,1.3
CO[C@H]1CC[C@@H]2CCN(C)C(=O)[C@H](C)N(C)C(=O)c3cccc(C#N)c3OC[C@@H]1O2,-0.5
O=C(C[C@H]1C[C@@H]2c3cc(NC(=O)C4CCC4)ccc3O[C@@H]2[C@@H](CO)O1)NCC(F)(F)F,-1.8
CC(=O)N(C)C[C@H]1Oc2ncc(-c3ccc(F)cc3)cc2C(=O)N([C@H](C)CO)C[C@@H]1C,0.1
Cc1ccccc1-c1ccc2c(c1)O[C@@H](CN(C)C(=O)Nc1ccccc1)[C@@H](C)CN([C@H](C)CO)S2(=O)=O,1.0
CN(C[C@H]1N[C@@H](CO)[C@H]1c1ccc(-c2cccc(F)c2)cc1)S(C)(=O)=O,-5.2

# Quoted at random: 7 compounds from above
SMILES,TcdB inh
O=C(Nc1ccccc1)N1C[C@@H]2[C@H](c3ccccc31)[C@H](CO)N2C(=O)c1ccncc1,-2.1
COCC#Cc1ccc2c(c1)O[C@H](CN(C)C(C)=O)[C@@H](C)CN([C@@H](C)CO)S2(=O)=O,0.4
Cc1ccc(S(=O)(=O)Nc2ccc3c(c2)CC(=O)N([C@H](C)CO)C[C@H](C)[C@@H](CN(C)C(=O)Nc2cccc4ccccc24)O3)cc1,-1.1
Cc1ccc(S(=O)(=O)N(C)C[C@@H]2Oc3ccc(NC(=O)C4CCCCC4)cc3C(=O)N([C@@H](C)CO)C[C@@H]2C)cc1,-0.3
Cc1cc(C(=O)Nc2cccc3c2O[C@H](CN(C)CC2CC2)[C@H](C)CN([C@@H](C)CO)C3=O)n(C)n1,-0.6
CO[C@@H]1CN(C)C(=O)c2ccc(NC(=O)C3CC3)cc2OC[C@@H](C)N(Cc2ccc(F)cc2)C[C@H]1C,0.6
COCC(=O)Nc1ccc2c(c1)C(=O)N(C)C[C@@H](OC)[C@@H](C)CN(C(=O)C1CCCC1)[C@H](C)CO2,-6.3

# Returning to the listing, starting 3 compounds before the break.
SMILES,TcdB inh
CC(=O)N(C)C[C@H]1Oc2ncc(-c3ccc(F)cc3)cc2C(=O)N([C@H](C)CO)C[C@@H]1C,0.1
Cc1ccccc1-c1ccc2c(c1)O[C@@H](CN(C)C(=O)Nc1ccccc1)[C@@H](C)CN([C@H](C)CO)S2(=O)=O,1.0
CN(C[C@H]1N[C@@H](CO)[C@H]1c1ccc(-c2cccc(F)c2)cc1)S(C)(=O)=O,-5.2
COc1ccc(NC(=O)N(C)C[C@H]2Oc3c(NC(=O)C4CC4)cccc3C(=O)N([C@H](C)CO)C[C@H]2C)cc1,1.0
O=C(C[C@@H]1C[C@@H]2c3cc(NC(=O)c4cccnc4)ccc3O[C@@H]2[C@H](CO)O1)NCc1ccccc1F,1.0
O=C(C1CC1)N1CC(=O)N2[C@H](C1)[C@@H](c1ccc(Br)cc1)[C@@H]2CO,0.0
COc1cccc(S(=O)(=O)N[C@H]2CC[C@@H](CCn3cc(-c4ccc(F)cc4)nn3)O[C@@H]2CO)c1,0.1
COc1cccc(S(=O)(=O)N[C@H]2CC[C@@H](CCNC(=O)Cc3ccncc3)O[C@H]2CO)c1,-0.4
O=C([C@H]1N[C@H]2c3ccc(/C=C/c4ccccc4)c(=O)n3C[C@H]2[C@@H]1CO)N1CCCCC1,-0.4
C[C@@H]1CCCCO[C@@H](CN(C)S(C)(=O)=O)[C@H](C)CN([C@H](C)CO)C(=O)c2cc(NC(=O)C3CCCCC3)ccc2O1,1.3
COc1ccc(S(=O)(=O)N(C)C[C@@H]2Oc3ccc(NS(=O)(=O)c4c(C)noc4C)cc3CC(=O)N([C@@H](C)CO)C[C@H]2C)cc1,1.2
N#Cc1cccc(-c2ccc(C3[C@@H]4CN(C(=O)C5CC5)C[C@H]3N4)cc2)c1 (stereo not given in full),-3.8&0.6
C[C@H](CO)N1C[C@H](C)[C@H](CN(C)S(=O)(=O)c2cn(C)cn2)Oc2c(NC(=O)NC3CCCCC3)cccc2C1=O,-0.9
O=S(=O)(c1ccccc1)N1CC[C@@H]2[C@H](CO)Nc3ccc(C#Cc4cccc(F)c4)cc3[C@@H]21,0.1
CNC[C@@H]1OCCCC[C@H](C)Oc2ccc(NC(=O)Nc3ccc(C(F)(F)F)cc3)cc2C(=O)N([C@@H](C)CO)C[C@@H]1C,-2.0
CN1C(=O)c2cc(NC(=O)c3ccccc3F)ccc2OC[C@H]2O[C@@H](CC(=O)NCc3ccc4c(c3)OCO4)CC[C@@H]21,1.2
O=C(C[C@H]1C[C@H]2c3cc(NC(=O)NC4CCCC4)ccc3O[C@H]2[C@@H](CO)O1)NCc1ccccc1,-1.5
C[C@H](NC(=O)C[C@@H]1CC[C@H](NC(=O)C2CC2)[C@H](CO)O1)c1ccccc1,0.3
COc1ccc(CN(C)C[C@H]2Oc3c(NS(=O)(=O)c4ccc(F)cc4)cccc3C(=O)N([C@H](C)CO)C[C@@H]2C)cc1,-0.9
Cc1ccc(S(=O)(=O)Nc2ccc3c(c2)C(=O)N([C@H](C)CO)C[C@@H](C)[C@@H](CN(C)C(=O)Nc2c(C)noc2C)O3)cc1,-0.5
C[C@H](CO)N1C[C@H](C)[C@@H](CN(C)C(=O)Nc2ccc(C(F)(F)F)cc2)Oc2ccc(NC(=O)Nc3ccc4c(c3)OCO4)cc2CC1=O,1.4
N#C[C@H]1[C@@H](c2ccccc2-c2ccccc2)[C@H](CO)N1C(=O)Cc1ccncc1,0.4
N#C[C@@H]1[C@H](c2ccc(C#Cc3ccccc3F)cc2)[C@H](CO)N1C(=O)C1CCCC1,1.6
CCCN(C)C[C@H]1OCCCC[C@@H](C)Oc2ccc(NC(=O)C3CCCCC3)cc2C(=O)N([C@@H](C)CO)C[C@H]1C,-2.0
COc1ccc2c3c(n(C)c2c1)[C@@H](CO)N(CC1CC1)CC31CCN(C(=O)Nc2ccccc2)CC1,0.3
O=S(=O)(c1ccc(F)cc1)N1CC[C@@H]2[C@H](CO)Nc3ccc(-c4ccccc4F)cc3[C@@H]21,1.0
O=S(=O)(N[C@@H]1CCCN(Cc2ccc(OCCO)cc2)C1)c1cc(Cl)ccc1Cl,-1.3
C[C@@H]1CCCCO[C@@H](CN(C)S(=O)(=O)c2cn(C)cn2)[C@@H](C)CN([C@@H](C)CO)C(=O)c2cc(NC(=O)c3ccccc3)ccc2O1,-0.2

# Going on with the list.
SMILES,TcdB inh
C[C@H]1CN([C@@H](C)CO)C(=O)c2cccc(NC(=O)CCCCCC(=O)Nc3ccccc3N)c2O[C@@H]1CN(C)Cc1ccc2c(c1)OCO2,-0.6
C[C@@H]1CN([C@@H](C)CO)C(=O)c2cccc(NS(C)(=O)=O)c2O[C@@H]1CN(C)C(=O)Nc1cccc2ccccc12,-2.5
O=C1O[C@@H](c2ccccc2)[C@@H](c2ccccc2)N2[C@@H](c3ccccc3OCCO)[C@]3(C(=O)Nc4ccccc43)[C@@H](C(=O)O)[C@H]12,1.6
CO[C@H]1CN(C)C(=O)c2ccc(NC(=O)Nc3ccccc3F)cc2OC[C@@H](C)N(C)C[C@@H]1C,-0.6
O=C(C[C@@H]1CC[C@H](NC(=O)c2ccncc2)[C@@H](CO)O1)NCc1ccncn1,0.2
C[C@H](CO)N1C[C@H](C)[C@@H](CN(C)Cc2ccc(C(F)(F)F)cc2)Oc2ccc(NC(=O)CCC(F)(F)F)cc2CC1=O,-0.4
C[C@H]1CN([C@@H](C)CO)C(=O)c2cccc(NS(=O)(=O)c3ccccc3)c2O[C@H]1CN(C)S(=O)(=O)c1ccccc1,0.5
O=C(C[C@@H]1C=C[C@@H](NC(=O)c2cccnc2)[C@H](CO)O1)NCCN1CCCCC1,0.6

# A portion of the library; rates above refer to the full screens.
